Nrf2 ARE act – activates Nrf2 signaling; AREc32 ARE-luciferase reporter (MCF7-derived line), luminescence, 24 h; Potency, µM (highest dose often 46.1 µM), inactives show at the top dose activation, most hits filed as activators; 410,000 compounds, 0.31% hits; AID 624171; further: potency means the concentration at half of the fitted maximal effect; % of control where 0% means no effect; nearly all actives have a fitted effect of over 65% in size
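Luciferase luminescence (Steady-Glo, 30 min at room temperature) served as the read-out of ARE activation in AREc32 cells treated with compounds for 24 hr at 37 deg C.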
Mm-Cpn inhibitor – blocks the Methanococcus maripaludis chaperonin Mm-Cpn | purified Mm-Cpn ATPase, ADP Transcreener TR-FRET | Potency, µM (top dose mostly 76.9 µM), without a hit: at the highest dose activity, negative = inhibition, hits mostly inhibitors | 330,000 compounds, 0.031% hits | AID 504842; further: potency means the concentration at half of the fitted maximal effect; on the % scale 0 is the no-effect control and ±100 the full control effect; nearly all actives have a fitted effect of over 80% in size
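Measured: ADP formation by purified Mm-CPN. Conditions: 25 nM protein, 10 uM ATP, Tris pH 7.4 with Mg2+, K+ and DTT, 37°C for 30 min. Detection: Transcreener HTRF after 30 min at room temperature.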
Nrf2 block – Nrf2 pathway inhibition; 360,000 compounds, 2.1% hits; Potency, µM (titrated, usually from 46 µM), for the others: at the top dose activity change, negative = inhibition, most hits filed as inhibitors; A549 ARE-Fluc reporter, luciferase luminescence, 18-24 h; AID 504444; further: potency means the concentration at half of the fitted maximal effect; on the % scale 0 is the no-effect control and ±100 the full control effect; nearly all actives have a fitted effect of over 60% in size
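Nrf2 activity is the BugLite luminescence, read 15 min after reagent at room temperature, following CellTiter-Fluor cytotoxicity readout (30 min, 37C). Compound titrations were applied for 18-24 h to 5000 A549 ARE_Fluc cells/well in 5% FBS OPTI-MEM.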
HepG2 viability – counter-screen for TGF-b inhibitors: cytotoxicity in HepG2 cells. HepG2 CAGA-GFP viability, ATP luminescence, 18 h. Potency, µM (titrated, usually from 46.1 µM), inactives show at the top dose activity change, negative = cytotoxicity, most hits filed as cytotoxic. 410,000 compounds, 0.76% hits. AID 588856; further: potency means the concentration at half of the fitted maximal effect; some results filed as inactive show a strong effect at the top dose
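HepG2 CAGA-GFP cells (1000/well, DMEM with 1% FBS) received compound, then TGF-beta at 500 pg/mL final, and were incubated 18 hours at 37 degrees C. Viability was read by CellTiter-Glo luminescence. Media-only wells were set as complete cell-killing and DMSO as no toxicity.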
A549 viability – counter-screen for Nrf2 inhibitors: cytotoxicity in A549 cells. 390,000 compounds, 0.16% hits. Potency, µM (doses to about 46 µM), for inactives: top-dose activity change, negative = cytotoxicity, hits mostly inhibitors. A549 ARE-Fluc cells, CellTiter-Fluor viability, 18-24 h; further: potency means the concentration at half of the fitted maximal effect; on the % scale 0 is the no-effect control and ±100 the full control effect
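A549 ARE_Fluc cells in 5% FBS OPTI-MEM were exposed to compounds in concentration-response for 18-24 h at 37 deg C. Viability was read by CellTiter-Fluor fluorescence (Ex 405/Em 525) after 30 min, before the luciferase read.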
TGFb SMAD3 inh – blocks TGF-b signaling; AID 588855; HepG2 CAGA-GFP TGF-b/SMAD3 reporter, GFP fluorescence, 18 h; TGF-beta stimulated, 500 pg/mL final; 410,000 compounds, 1.2% hits; Potency, µM (titrated, usually from 46.1 µM), for the others: at the top dose activity, negative = inhibition, most hits filed as inhibitors; further: potency means the concentration at half of the fitted maximal effect; on the % scale 0 is the no-effect control and ±100 the full control effect; nearly all actives have a fitted effect of over 65% in size
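HEPG2 CAGA-GFP cells (1000/well, DMEM with 1% FBS) were pre-incubated 2 h at 37 degrees C, given compound by pin tool, then stimulated with TGF-beta at 500 pg/mL final for 18 h before per-cell GFP fluorescence imaging.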
Abeta yeast res – A-beta toxicity reversal in yeast; yeast expressing A-beta42, growth rescue, OD600, 48 h; response scale: 0% DMSO, 100% iron-clioquinol control; Potency, µM (highest dose often 46.1 µM), without a hit: at the highest dose growth rescue, usual class: activators; 410,000 compounds, 0.063% hits; further: potency means the concentration at half of the fitted maximal effect; nearly all actives have a fitted effect of over 55% in size
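Yeast growth medium received pinned compounds, then yeast cells expressing toxic A-beta were added; plates incubated at 30 C for 48 hr. Growth read as absorbance at 600 nm, normalized to DMSO and equimolar FeCl3 plus clioquinol controls.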
pAkt inh – inhibitors of Akt phosphorylation; Neuro2A IGF-stimulated pAkt S473 HTRF, 20 min; stronger effect = lower value; activity change, % for hits at 50 µM; 360,000 compounds, 0.32% hits; AID 651550; in the data active means activity change below about -80%; inconclusive means mostly about -51% to -80%; further: on the % scale 0 is the no-effect control and ±100 the full control effect
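Neuro2A cells (4,500/well, DMEM with 0.5% FBS) were treated with compound at a single 50 µM final concentration, stimulated with 6 nM IGF for 20 min at 37 °C, and lysed. Phospho-Akt Ser473 was read by HTRF as 665/615 ratio ×10^4.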
CCT chaperon mod – changes cytosolic chaperonin activity; purified chaperonin ATPase assay, HTRF ADP detection, 30 min; AID 651819; activity change, % (no concentration beside the values), hits read low; 360,000 compounds, 0.3% hits; in the data active means activity change below about -30%; further: on the % scale 0 is the no-effect control and ±100 the full control effect
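First, chaperonin was dispensed at 40 nM or 20 nM final depending on batch activity. Next, compounds were pinned at 76 uM and ATP added at 10 uM. After 30 min at 37 °C, ADP detection reagents ran 30 min at ambient temperature.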
Starred values were filed as active, the others as inactive; i = inactive; ? = inconclusive; . = not tested or not shown; [ ] = another dose, or the depositor's remark. Unless noted, the call rests on the fitted dose curve; in most records, active means well fitted curve in the direction sought with a large enough effect; inconclusive means small, poorly fitted or top-dose-only effect, or another doubt; inactive means no such curve, though single readings can be large; an effect the other way counts as inactive or inconclusive.

Structure	Abeta yeast res	Nrf2 ARE act	HepG2 viability	TGFb SMAD3 inh	A549 viability	Mm-Cpn inhibitor	CCT chaperon mod	Nrf2 block	pAkt inh
O=C(Nc1nc(-c2ccncc2)cs1)c1ccco1	-16%	?	-34%	-1%	-8%	-10%	0.5	10%	i
Cc1cccc(NC(=O)CNC(=O)COC(=O)c2ccc(C(C)(C)C)cc2)c1C	8%	-0.8%	-7%	-6%	-5%	3%	1.0	17%	i
Cc1cccc(CCNC(=O)C2CCC(CNS(=O)(=O)c3ccccc3)CC2)c1 (stereo not given)	-4%	0.3%	-16%	-2%	0%	.	.	.	.
CC1CCc2nn(CC(=O)Nc3cccc(C(F)(F)F)c3)c(=O)cc2C1 (stereo not given)	-13%	0.1%	-15%	-19%	-17%	.	.	.	.
Nc1nonc1C(=O)NCCNCc1c(OCc2ccccc2F)ccc2ccccc12	7%	4.8%	-96%	?	-20%	-2%	-0.2	.	i
CCS(=O)(=O)CCSc1nc2ccccc2o1	23%	-0.3%	2%	9%	-3%	-3%	-0.8	-17%	i
O=C1NC2(CCCCCC2)N=C1c1ccc(F)cc1	22%	-0.3%	4%	0%	-2%	2%	1.0	-9%	i
CC1Cc2ccccc2N1S(=O)(=O)c1cccc(C(=O)N2CCCCC2)c1 (stereo not given)	-13%	0.3%	-20%	-28%	-4%	1%	-0.7	-9%	i
COCCCNC(=O)CSc1nc2c(sc3ccccc32)c(=O)n1CCCC(=O)NCCOC	4%	0.3%	-14%	-21%	-11%	.	.	19%	.
COc1cc2c(=O)n(-c3ccc(C)cc3)c(=O)n(CC(=O)c3ccc4c(c3)OCO4)c2cc1OC	10%	0.2%	3%	0%	-13%	-1%	1.3	.	i
COCCn1c(SCC(=O)Nc2nnc(C)s2)nnc1-c1c[nH]c2ccccc12	-10%	0.4%	0%	-1%	?	-1%	-0.8	-2%	i
COc1ccc(C)cc1NC(=O)C1CC(=O)N(Cc2ccco2)C1 (stereo not given)	-5%	-0.6%	-14%	0%	9%	0%	1.3	16%	i
Cc1cccc(NC(=S)NCc2ccc3c(c2)OCO3)c1C	?	-0.5%	3%	0%	2%	1%	-1.3	3%	i
CCOC(=O)c1c(C)[nH]c(C(=O)OCC(=O)N2CCc3ccccc32)c1C	1%	-0.5%	-8%	8%	-1%	0%	0.1	15%	i
COc1ccc(C(=O)N2CCCCC2CCN2CCOCC2)cc1 (stereo not given)	-37%	0.3%	8%	13%	1%	.	.	3%	.
CCOc1ccc(-c2cc(C(=O)Nc3ccc(F)cc3)[nH]n2)c(C)c1	6%	-0.1%[9.22 µM]	1%	8%	.	.	-3.9	.	i
CCOC(=O)C(C)Sc1nc(N)c(NC(=O)c2ccc(OC)c(OC)c2)c(=O)[nH]1 (stereo not given)	-7%	0.4%	38%	22%	-3%	0%	-1.2	-7%	i
C=CCC[C@H](Cc1ccc(F)cc1)C(=O)OC[C@H](Cc1c[nH]c2ccccc12)NC(=O)[C@@H](CC=C)CC(=O)N[C@H](CO)Cc1ccccc1	0%	-1.6%	-107%	13µM*	?	0%	-1.3	?	i
CCc1cccc(NC(=O)C2CCCN(S(=O)(=O)c3ccc4[nH]c(=O)ccc4c3)C2)c1 (stereo not given)	8%	0.3%	-1%	2%	-7%	-3%	-1.5	13%	i
Cc1ccccc1CNC(=O)c1ccc(NC(=O)c2nsc3ccccc23)cc1	4%	-0.6%	-44%	-11%	1%	.	.	.	.
CC1(C(=O)NS(=O)(=O)c2ccccc2Cl)CCN1C(=O)c1ccccc1CCc1ccccc1 (stereo not given)	-6%	-0.6%	-4%	-1%	.	.	1.1	.	i
O=C(Nc1nc2ccc(S(=O)(=O)N3CCCCC3)cc2s1)c1ccncc1	2%	-0.7%	-17%	-4%	-2%	-4%	2.1	27%	i
O=C(CSc1ccc2c(c1)OCCO2)NCc1ccco1	5%	3.0%	-12%	-3%	7%	2%	-0.8	12%	i
Cc1cccc(N2CCN(CC(=O)NCc3ccccc3)CC2)c1C	-22%	-0.6%	-9%	-14%	9%	2%	-9.9	4%	i
COc1ccc(-n2c(=O)c3ccccc3n(CC(=O)Nc3cccc(OC)c3)c2=O)cc1	10%	-0.7%	-12%	0%	-8%	-1%	-3.3	-12%	i

(continued)
Structure	Abeta yeast res	Nrf2 ARE act	HepG2 viability	TGFb SMAD3 inh	A549 viability	Mm-Cpn inhibitor	CCT chaperon mod	Nrf2 block	pAkt inh
Cc1ccc(NC(=O)c2c(C)oc3ncn(CC(C)C)c(=O)c23)nc1	-7%	3.1%	-14%	-22%	5%	.	.	?	.
O=c1oc(-c2cc3ccccc3o2)nc2sc3c(c12)CCCC3	2%	2.7%	0%	11%	-5%	-1%	2.7	?	i
CC(C)[C@@H](NC(=O)C1CCN(C(=O)[C@@H]2CCCN2C(=O)OC(C)(C)C)CC1)C(=O)NCc1ccc(F)cc1	-22%	0.5%	0%	30%	6%	-2%	0.8	1%	i
COc1ccccc1NS(=O)(=O)N(C)C	-1%	-0.5%	6%	-4%	-4%	-1%	-1.0	.	i
O=C(CN1CCc2ccccc2C1)Nc1ccccc1N1CCCCCC1	-7%	3.0%	-23%	?	-26%	-2%	-2.1	?	i
N#CC(CCc1ccccc1[N+](=O)[O-])(CCc1ccccc1[N+](=O)[O-])C(N)=O	8%	2.3%	-20%	1%	-12%	.	-2.2	-10%	i
Cc1cc(=O)n2nc(N(C)CC(=O)NCc3ccccc3C)sc2n1	-14%	0.2%	1%	2%	-1%	.	.	15%	.
COc1ccc(S(=O)(=O)N2CCCCC2)cc1NC(=O)c1cnc(C)cn1	-1%	0.5%	-24%	?	1%	0%	-1.5	1%	i
O=C(COC(=O)/C=C/c1ccccc1[N+](=O)[O-])Nc1ccc(OCc2ccccc2)cc1	9%	2.9%	-27%	-23%	2%	?	-1.1	24%	i
CC1=NN(c2ccc(C)c(C)c2)C(=O)C1C(c1cccc(O)c1)C1C(=O)N(c2ccc(C)c(C)c2)N=C1C (stereo not given)	-11%	?	-15%	?	-7%	-5%	-0.8	15%	i
COc1nc(C)ccc1-c1noc(-c2ccncc2)n1	-4%	0.5%	-3%	1%	14%	1%	-4.3	.	i
COc1cccc2cc(-c3nc(-c4ccc(C)cc4)c(C)s3)c(=O)oc12	-14%	0.7%	-50%	-13%	10%	.	.	.	.
Cc1ccccc1C(=O)N(C)c1ccccc1C(=O)NCc1ccccc1	-10%	-1.3%	1%	-1%	?	-4%	-1.4	?	i
O=C(O)CS(=O)CC(=O)Nc1cccc(C(F)(F)F)c1 (stereo not given)	4%	0.4%	-20%	-11%	7%	1%	2.3	-9%	i
CC1(C(=O)NS(=O)(=O)c2ccc(Cl)cc2)CCN1C(=O)C1CC1 (stereo not given)	7%	-0.5%[9.22 µM]	5%	-1%	.	.	-1.3	.	i
COc1cccc(/C=N/NC(=O)C[n+]2ccccc2)c1OC	0%	0.0%	9%	0%	4%	0%	2.0	?	i
CCOC(=O)c1c(C)oc2cc(Sc3ccccc3)c(O)c(O)c12	-20%	23%	-47%	10µM*	7%	.	0.3	-6%	i
CCCCC(=O)N(C)c1c(CC)nc2c(OCCC3CCCCC3)cccn12	-4%	0.0%[9.22 µM]	-92%	?	.	.	-8.2	.	i
Nc1cc(SCc2ccc([N+](=O)[O-])cc2)ncn1	-2%	2.6%	-4%	20%	4%	.	-0.3	-22%	i
CN(C)c1ccc(NC(=S)N2CCN(c3ncc(C(F)(F)F)cc3Cl)CC2)cc1	?	-0.9%	5%	-2%	3%	0%	-1.1	?	i
COc1ccc(-c2nnc(SCc3cccc(C)c3)n2N)cc1	5%	-0.8%	6%	9%	-2%	0%	2.7	4%	.
Fc1ccccc1-n1ncc2c1ncn1nc(-c3ccccc3Cl)nc21	8%	5.4%	1%	.	-9%	.	.	?	.
Cc1ccc(CNc2ncnc3c2nc2n3CCCC2)cc1	11%	0.1%	-34%	?	19%	.	.	-20%	.
N=c1sc2ccccc2n1-c1ccccc1	6%	0.1%	-28%	?	1%	3%	3.3	.	.
COC(=O)c1ccc(Cn2cc(C(F)(F)F)ccc2=O)cc1	7%	-0.9%	-10%	-27%	3%	-2%	-2.3	-10%	i

Additional records follow.
Structure	Abeta yeast res	Nrf2 ARE act	HepG2 viability	TGFb SMAD3 inh	A549 viability	Mm-Cpn inhibitor	CCT chaperon mod	Nrf2 block	pAkt inh
CC(C)=NOc1nc(N(C)C)nc(N(C)C)n1	13%	-0.7%	-8%	-9%	-7%	-2%	-0.2	2%	i
O=C(COC(=O)/C=C/c1ccccc1)NCCc1ccc(F)cc1	-4%	8.6%	0%	4%	3%	3%	-0.9	2%	i
CC[C@@]1(C(=O)OC)N[C@H](CN(C)C(=O)Nc2ccc(OC)cc2)[C@@H]2C(=O)N(C)C(=O)[C@@H]21	2%	-0.5%	16%	15%	-9%	2%	1.9	?	i
Cc1ccc(S(=O)(=O)CNC(=S)c2ccc3ccccc3c2)cc1	-81%[inhibitor]	5.5%	-20%	-25%	15%	-2%	-1.6	3%	i

Random excerpt: 2 entries already listed, in no set order.
Structure	Abeta yeast res	Nrf2 ARE act	HepG2 viability	TGFb SMAD3 inh	A549 viability	Mm-Cpn inhibitor	CCT chaperon mod	Nrf2 block	pAkt inh
CC[C@@]1(C(=O)OC)N[C@H](CN(C)C(=O)Nc2ccc(OC)cc2)[C@@H]2C(=O)N(C)C(=O)[C@@H]21	2%	-0.5%	16%	15%	-9%	2%	1.9	?	i
CC(C)=NOc1nc(N(C)C)nc(N(C)C)n1	13%	-0.7%	-8%	-9%	-7%	-2%	-0.2	2%	i

Bioassay records from PubChem.
